# Compound activity as filed in PubChem BioAssay.
# Vif-APOBEC3G blk: inhibitors of Vif-APOBEC3G interaction; HeLa A3G-eYFP + Vif (tagged APOBEC3G with the HIV-1 protein that degrades it), YFP fluorescence, overnight; 410,000 compounds, 0.076% hits; Potency, µM (titrated, usually from 46.1 µM), for the others: top-dose activity, negative = active, hits mostly inhibitors;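 note: potency is the fitted concentration of half-maximal effect; % is set by controls: 0 for no effect and ±100 for the full control effect; nearly all actives have a fitted effect of over 60% in size; hits raise eYFP signal because A3G escapes Vif-driven loss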
#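 HeLa cells stably expressing Vif and C-terminally eYFP-tagged A3G, seeded overnight at 37 deg C, then exposed to compound by pintool overnight at 37 deg C. Rise in yellow fluorescence (Ex 488/Em 500-530, Acumen) marks blocked Vif-driven A3G degradation.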
# D2 antagonist: antagonizes the human D2 dopamine receptor. AID 485344. P14416. inhibition, % at 10 µM. 340,000 compounds, 2% hits. HEK293 TREx D2 cells, calcium flux, dopamine EC80; in the data active = inhibition above about 30%; note: 0% is about no effect
# Target sequence (P14416 whole entry, looked up): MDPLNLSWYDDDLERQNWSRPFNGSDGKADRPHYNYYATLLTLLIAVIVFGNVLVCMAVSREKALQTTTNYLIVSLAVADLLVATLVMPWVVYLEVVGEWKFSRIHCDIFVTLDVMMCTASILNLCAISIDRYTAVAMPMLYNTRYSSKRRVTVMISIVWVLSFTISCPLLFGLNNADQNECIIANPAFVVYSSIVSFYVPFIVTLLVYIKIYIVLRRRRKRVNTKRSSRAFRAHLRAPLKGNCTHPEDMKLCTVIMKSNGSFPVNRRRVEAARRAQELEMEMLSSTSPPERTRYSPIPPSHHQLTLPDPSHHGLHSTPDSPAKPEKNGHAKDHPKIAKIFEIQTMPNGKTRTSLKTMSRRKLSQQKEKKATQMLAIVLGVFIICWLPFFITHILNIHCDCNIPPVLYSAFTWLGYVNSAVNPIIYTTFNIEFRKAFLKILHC
#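 Dopamine at EC80 is the agonist stimulus; test compounds precede it by 180 s. Calcium flux read kinetically in a force-coupled, inducible HEK293 T-REx D2 cell line.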
# ERG-DNA inh: ERG Ets/DNA interaction inhibition; P11308; fluorescence polarization, His-ERG Ets domain / labelled DNA; Potency, µM (doses to about 76.9 µM), for inactives: at the top dose FP activity, negative = inhibition, actives largely listed as inhibitors; 370,000 compounds, 0.028% hits; AID 624246; active = well fitted inhibition curve with a large enough effect in the polarisation, with a control signal flat; inconclusive = small, poorly fitted or top-dose-only effect, or effect the other way, or a change in a side signal; inactive = no such curve, though single readings can be large or run the other way; the % refers to the polarisation;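 note: polarization taken with two DNA probes labelled with fluorescein and Texas red; potency is the fitted concentration of half-maximal effect; % of control where 0% means no effect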
# Target sequence (P11308 whole entry, looked up, the tested form may be a part): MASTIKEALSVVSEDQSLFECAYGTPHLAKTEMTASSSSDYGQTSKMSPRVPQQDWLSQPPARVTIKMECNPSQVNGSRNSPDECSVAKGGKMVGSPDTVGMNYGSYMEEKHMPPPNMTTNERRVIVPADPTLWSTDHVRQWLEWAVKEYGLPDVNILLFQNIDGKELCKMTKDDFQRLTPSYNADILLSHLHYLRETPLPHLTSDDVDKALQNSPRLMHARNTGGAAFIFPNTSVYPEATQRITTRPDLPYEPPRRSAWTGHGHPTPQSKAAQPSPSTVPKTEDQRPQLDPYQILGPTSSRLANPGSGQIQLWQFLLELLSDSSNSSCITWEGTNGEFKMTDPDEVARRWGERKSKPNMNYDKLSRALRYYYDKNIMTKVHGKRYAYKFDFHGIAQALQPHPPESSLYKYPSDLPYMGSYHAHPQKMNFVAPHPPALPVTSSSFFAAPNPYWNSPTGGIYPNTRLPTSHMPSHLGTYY
#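 His-tagged ERG Ets domain (1 uM in the protein solution; 300mM KCl, 50mM Tris-HCl, 1mM EDTA, 1mM DTT, pH 7.5) received compound, then a probe mix of 5 nM fluorescein-DNA and 100nM Texas-615-DNA. Fluorescence polarization was read for both dyes.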
# LDHA block: LDHA (human) enzyme inhibition | P00338 | purified LDHA, NADH/diaphorase-resazurin fluorescence; active compounds read low | activity change, % (values are at about 110 or 230 µM) | 480,000 compounds, 0.15% hits | AID 1347041; in the data active = activity change below about -30%; inconclusive = mostly about -25% to -30%;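 note: plate controls were DMSO wells for no effect and wells without enzyme for full effect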
#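 LDH5 2 nM; NADH 0.06 mM, pyruvate 0.2 mM; 200 mM Tris pH 7.4, EDTA, Tween-20; 5 min RT. Detection: diaphorase 0.133 mg/mL + resazurin 37 µM, fluorescence ex540/em590 at 0 and 20 min; normalized to enzyme-free and DMSO wells.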
# ALOX12 inh: blocks human arachidonate 12S-lipoxygenase. P18054. 580,000 compounds, 1.1% hits. Potency, µM (doses to about 108 µM), for inactives: top-dose activity change, negative = inhibition, most hits filed as inhibitors. purified 12hLO, xylenol orange hydroperoxide absorbance; note: potency is the fitted concentration of half-maximal effect; % is set by controls: 0 for no effect and ±100 for the full control effect
#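 Hydroperoxide product was detected by ferrous iron/xylenol orange as the 573 to 405 nm absorbance ratio. Arachidonic acid at 40 uM (final) was turned over for 30 min at room temperature by 150 nM human 12hLO, pH 7.0 Hepes buffer, after 15 min compound preincubation.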
# RGS4 inhibitor: inhibitors of human regulator of G protein signaling 4; Potency, µM (series often up to 114 µM), inactives show at the top dose activity change, negative = inhibition, hits mostly inhibitors; Transcreener GDP fluorescence polarization, RGS4-accelerated GTP hydrolysis; AID 504845; 390,000 compounds, 0.039% hits; P49798; note: potency is the fitted concentration of half-maximal effect; % is set by controls: 0 for no effect and ±100 for the full control effect; nearly all actives have a fitted effect of over 75% in size; some results filed as inactive show a strong effect at the top dose
#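 MLSMR compounds (23 nl, pin-transferred) preincubated 10 min at room temperature with a 500nM (2x) first reagent, then RGS4 at 900nM (2x) plus Transcreener GDP mix added; fluorescence polarization (620/688 nm) read before and after 90 min at 30 °C.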
# Glioma ERSR ind: inducers of ER stress response in human glioma cells; U87-MG GRP78 promoter luciferase reporter, 16 h; Potency, µM, inactives show at the top dose activation, usual class: activators; 420,000 compounds, 0.02% hits; AID 602332; note: potency is the fitted concentration of half-maximal effect; series mostly up to about 76 µM; % of control where 0% means no effect; nearly all actives have a fitted effect of over 35% in size
#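 Stably transfected U87-MG glioma cells carrying a GRP78-based luciferase sensor; 16 h compound incubation. Luminescence end-point read 10 min after Bright-Glo addition at room temperature.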
# Vif-A3F inh: blocks the Vif interaction with APOBEC3F; HeLa A3F-eYFP + Vif (tagged APOBEC3F with the HIV-1 protein that degrades it), YFP fluorescence increase; Potency, µM (series often up to 46.1 µM), for inactives: at the top dose activity, negative = active; 390,000 compounds, 0.2% hits; AID 602313; note: potency is the fitted concentration of half-maximal effect; % of control where 0% means no effect; nearly all actives have a fitted effect of over 65% in size
#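 HeLa cells stably expressing Vif plus C-terminally eYFP-tagged A3F were seeded, incubated overnight at 37 deg C, dosed with compound, incubated overnight again at 37 deg C. Yellow fluorescence (Ex 488/Em 500-530) reported blocked Vif-mediated A3F-eYFP degradation.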
# D2 ag: agonists of human D2 dopamine receptor | HEK293 T-REx D2 cells, calcium flux agonist mode | activation, % at 2 µM | 340,000 compounds, 0.53% hits;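 active = activation over 3 SD above normal in the single-dose calcium agonist read, cut at about 30% in these data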; note: 0% is about no effect
#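 HEK293 Trex D2 cells, tetracycline-induced, o/n 30 C 5% CO2; no-wash Ca dye, RT 30–90 min; 10-cycle baseline, 23 nl cpd added, kinetic Ca read 180 s; agonist hits = positive Ca response.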
# Numbers without * were called inactive; ? = inconclusive; . = no result given; & = joins results of further samples; [ ] = another dose, or the depositor's remark. Unless noted, calls come from the whole dose curve; as a rule, active = well fitted curve in the direction sought with a large enough effect; inconclusive = small, poorly fitted or top-dose-only effect, or another doubt; inactive = no such curve, though single readings can be large; an effect the other way counts as inactive or inconclusive. These rows are one share of the data; count on the stated rates, not on these rows.
# A first look:
SMILES,Vif-APOBEC3G blk,D2 antagonist,ERG-DNA inh,LDHA block,ALOX12 inh,RGS4 inhibitor,Glioma ERSR ind,Vif-A3F inh,D2 ag
Fc1ccc(-n2ncc3c(N4CCN(Cc5ccccc5)CC4)ncnc32)cc1,-1%,.,2%,-2,-25%,-23%,-4%,6%,-1.2
Cc1ccc(-c2nnc(Nc3ccc(Cl)cc3)c3ccccc23)cc1S(=O)(=O)N1CCOCC1,-4%,.,-6%,-2,-12%,-11%,1%,1%,0.5

# This part in full, from the first entry:
SMILES,Vif-APOBEC3G blk,D2 antagonist,ERG-DNA inh,LDHA block,ALOX12 inh,RGS4 inhibitor,Glioma ERSR ind,Vif-A3F inh,D2 ag
Fc1ccc(-n2ncc3c(N4CCN(Cc5ccccc5)CC4)ncnc32)cc1,-1%,.,2%,-2,-25%,-23%,-4%,6%,-1.2
Cc1ccc(-c2nnc(Nc3ccc(Cl)cc3)c3ccccc23)cc1S(=O)(=O)N1CCOCC1,-4%,.,-6%,-2,-12%,-11%,1%,1%,0.5
CC(=O)Nc1cccc(/C(C)=N/NC(=O)c2ccc(NS(=O)(=O)c3cccs3)cc2)c1,1%,2,8%,-11,23%,34%,-3%,-25%,-0.2
CCOC(=O)/C=C1\CC(=O)Nc2cc(C)c(C)cc2N1,5%,3,-2%,-9,-20%,4%,-6%,-21%,0.7
CN1C(CC(=O)Nc2ccc(Cl)cc2Cl)c2ccccc2CC1(C)C (configuration not stated),2%,-11,6%,-2,254%[activator],-22%,-2%,7%,-1.4
CCOc1ccccc1CN1CCN(Cc2cn(C)nc2-c2ccccc2)CC1CCO (configuration not stated),1%,.,-1%,-9,0%,16%,-3%,2%,.
Cc1cc(C)cc(OCC(=O)NN2C(=O)c3ccccc3C2=O)c1,0%,-2,-15%,-10,6%,-5%,-3%,-9%,-0.9
CC(c1ccco1)N(C(=O)c1cc(Cl)cc(Cl)c1)c1ccccn1 (configuration not stated),-2%,3,6%,-7,-4%,?,-1%,3%,-7.4
CC[C@H](CO)Oc1cc(NCc2ccc(Cl)c(Cl)c2)c2ncn(C(C)C)c2c1,-15%,.,3%,11,10%,16%,-4%,1%,.
O=C(c1cccc(S(=O)(=O)Nc2ccc(F)cc2)c1)N1CCC1,3%,15,-4%,-10,7%,9%,-5%,0%,0.3
Cc1c2cnn(-c3ccccc3)c(=O)c2c(C)n1C(C)C(=O)Nc1ccc(Br)cc1F (configuration not stated),-1%,.,-5%,-12,-5%,13%,-6%,5%,0.0
Cc1sc(N2C(=O)C3C(C2=O)[C@H]2C=C[C@@H]3C2)c(C#N)c1C (some centres not stated),5%,-3,9%,-2,0%,-16%,-5%,-4%,1.1
Cc1csc(NC(=O)CN2C(=O)C3CC=CCC3C2=O)n1 (configuration not stated),-1%,-4,-1%,1,434%[activator],32%,-3%,.,-0.3
CC(C)CCOC(=O)C1[C@H]2C(=O)N(Cc3cccs3)C[C@]23C=C[C@H]1O3 (some centres not stated),2%,0,3%,-7,17%,-17%,-2%,-4%,0.8
Cc1onc(-c2ccccc2)c1C(=O)Nc1cccc(S(=O)(=O)NC2=NCCC2)c1,3%,-1,-4%,1,-7%,16%,0%,-8%,1.1
COCCCn1c(SCC(=O)Nc2ccccc2F)nnc1-c1ccoc1C,-4%,2,-2%,-9,11%,7%,-2%,-25%,0.5
COc1ccccc1C(NC(=O)CC(C)C)c1c(O)ccc2ccccc12 (configuration not stated),-10%,-14,-6%,-2,25%,-4%,-2%,0%,0.9
CN(C)CC(=O)N1c2ccccc2Sc2ccc(Cl)cc21,1%,3,-4%,-9,-8%,18%,-6%,-1%,-0.6
CCCCOc1ccc(NC(=O)CSc2ccc(C(=O)O)cn2)cc1,0%,.,-3%,-5,4%,12%,-1%,-4%,-0.3
COc1c(F)c(F)c(C(=O)O)c(Nc2ccccc2)c1F,1%,-5,-2%,-5,-16%,-29%,1%,-3%,-0.7
CC(=O)N1CCN(c2ccc([N+](=O)[O-])cc2C#N)CC1,2%,14,-3%,-4,-4%,-12%,-3%,10%,1.9
CCC(C)C(N)C1=NC(C(=O)N[C@@H](CC(C)C)C(=O)N[C@H](CCC(=O)O)C(=O)N[C@H](C(=O)N[C@H]2CCCCNC(=O)[C@H](CC(N)=O)NC(=O)[C@@H](CC(=O)O)NC(=O)[C@H](Cc3cnc[nH]3)NC(=O)[C@@H](Cc3ccccc3)NC(=O)[C@H]([C@@H](C)CC)NC(=O)[C@@H](CCCN)NC2=O)[C@@H](C)CC)CS1 (some centres not stated),1%,.,-4%,-7,-3%,-5%,-2%,4%,.
O=C(N/N=C\c1cc([N+](=O)[O-])ccc1N1CCOCC1)c1ccccn1,-1%,-13,1%,-5,-8%,-52%,2%,0%,0.6
CCc1ccc(OCC(=O)NNC(=O)C2CCC2)cc1,0%,-1,5%,-3,-17%,-26%,-3%,-4%,-1.1
Cc1cc(NC(=O)CSc2nc(N)c(NC(=O)c3ccccc3F)c(=O)[nH]2)no1,-1%,17,-12%,0,-1%,-46%,-4%,1%,-0.4
COc1ccc(C2Nc3ccccc3C(=O)N2Cc2ccco2)cc1CN1C(=O)c2ccccc2C1=O (configuration not stated),-5%&-5%&-1%,-3&-9,4%,-14&-7&-6,-21%&-20%,2%&-25%&-19%,0%&0%&-1%,-9%&-3%,0.4&1.0
CCCc1nc2ccc(C(=O)OC)cn2c1Cc1ccccc1,-29%,.,.,2,?,.,-2%,.,.
Cc1nnc(NC(=O)CSc2nccn2-c2cccc(Cl)c2)s1,-26%,.,0%,-5,2%,2%,-1%,2%,0.4
Cc1ccc(S(=O)(=O)N2CCN(CC(=O)N/N=C\c3ccc(Cl)c([N+](=O)[O-])c3)CC2)cc1,0%,-14,0%,-2,-29%,-19%,0%,3%,0.5
Cc1c(Cl)cccc1NC(=O)CCS(=O)(=O)c1ccc2c(c1)CC(C)N2C(=O)C1CC1 (configuration not stated),-26%,.,-1%,-1,-8%,4%,-3%,-13%,-1.3
CO/N=C(\C)C(Cc1ccc(Cl)nc1)Cc1ccc(Cl)nc1,3%,5,8%,-1,2%,9%,-3%,-6%,1.8
COC(=O)C1=C/C=C\CN(C(c2ccccc2)c2ccccc2)/C=C\1C(=O)OC,1%,.,.,0,?,.,-2%,7%,.
S=c1[nH]nc2n1CCCN2,2%,6,-2%,3,?,-37%,2%,14%,0.6
CN1CCN(C(=O)/C=C/c2cn(-c3ccccc3)nc2-c2ccc3c(c2)OCCO3)CC1,0%,-25,6%,-2,-26%,-32%,-4%,-11%,0.4
CCOC(=O)c1nnn(-c2nonc2-n2cccc2)c1CN1CCC(C(=O)OCC)CC1,2%,10,0%,4,-8%,-22%,-3%,0%,1.2
CCN1CCN(c2ccc(S(=O)(=O)N3CCCCC3)cc2NC(=O)/C=C/c2cccc(OC)c2OC)CC1,?,12,-7%,-10,?,17%,-5%,-26%,0.9

# An excerpt from above in order of length of the SMILES, falling.
SMILES,Vif-APOBEC3G blk,D2 antagonist,ERG-DNA inh,LDHA block,ALOX12 inh,RGS4 inhibitor,Glioma ERSR ind,Vif-A3F inh,D2 ag
CCN1CCN(c2ccc(S(=O)(=O)N3CCCCC3)cc2NC(=O)/C=C/c2cccc(OC)c2OC)CC1,?,12,-7%,-10,?,17%,-5%,-26%,0.9
CN1CCN(C(=O)/C=C/c2cn(-c3ccccc3)nc2-c2ccc3c(c2)OCCO3)CC1,0%,-25,6%,-2,-26%,-32%,-4%,-11%,0.4
Cc1cc(NC(=O)CSc2nc(N)c(NC(=O)c3ccccc3F)c(=O)[nH]2)no1,-1%,17,-12%,0,-1%,-46%,-4%,1%,-0.4
COC(=O)C1=C/C=C\CN(C(c2ccccc2)c2ccccc2)/C=C\1C(=O)OC,1%,.,.,0,?,.,-2%,7%,.
CO/N=C(\C)C(Cc1ccc(Cl)nc1)Cc1ccc(Cl)nc1,3%,5,8%,-1,2%,9%,-3%,-6%,1.8
Cc1nnc(NC(=O)CSc2nccn2-c2cccc(Cl)c2)s1,-26%,.,0%,-5,2%,2%,-1%,2%,0.4
S=c1[nH]nc2n1CCCN2,2%,6,-2%,3,?,-37%,2%,14%,0.6

# Going on with the list.
SMILES,Vif-APOBEC3G blk,D2 antagonist,ERG-DNA inh,LDHA block,ALOX12 inh,RGS4 inhibitor,Glioma ERSR ind,Vif-A3F inh,D2 ag
Cc1ncc([N+](=O)[O-])n1CC(=O)NC(C)(C)C,0%,14,5%,-6,11%,15%,-5%,8%,1.4
O=C(CCCn1c(=S)[nH]c2cc3c(cc2c1=O)OCO3)N1CCN(C2CCCCC2)CC1,1%,-9,-3%,-1,-7%,-3%,0%,-5%,-2.1
COc1ccc(C(=O)N(C)Cc2nc3ccccc3c(=O)[nH]2)cc1S(=O)(=O)N1CCCC1,-1%,.,-4%,-7,-8%,16%,-1%,-11%,.
CCN(CC)C(=O)COC(=O)c1cc(-c2ccc(OC)cc2)nc2ccccc12,-1%,-13,.,-3,?,28%,0%,-5%,0.9
COCC(C)n1c(C)cc(C(=O)CSc2nnc(Nc3ccccc3F)s2)c1C (configuration not stated),8%,2,-2%,0&-8,325%&-6%[activator],-4%,-2%,-5%,-0.1
Cc1noc(C)c1C(=O)Nc1sc(C)c(C)c1C#N,-14%,20,10%,-5,-14%,-21%,-4%,-8%,0.2
